# Screening data from PubChem.
# WT yeast gro inh – growth inhibition of WT yeast, mitochondrial fusion screen. mitochondrial fusion phenotypic screen, WT strain. inhibition, % at 10 µM. 2.1% of 190,000 active. AID 1362; in the data active = inhibition above about 58%; tested in S. cerevisiae
# bCat nuc transl – modulators of beta-catenin nuclear translocation | HeLa beta-catenin nuclear translocation, immunofluorescence imaging | nuclear translocation activity, % at 5 µM | 0.3% of 190,000 active;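 active = nuclear translocation activity above 50% at 5 µM, with a well cell count of 50 or more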;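 note: per-cell ratio of nuclear to cytoplasmic median beta-catenin stain intensity; plate controls were DMSO negative control for no effect and GSK-3 inhibitor IX positive control for full effect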
#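 Test system: human HeLa cells, native beta-catenin. Compound dosing: 5 µM primary single dose, 0.1% DMSO, 0.02–20 µM confirmation series. Incubation: compound exposure 24 h at 37°C. Detection: beta-catenin immunostaining with DAPI counterstain, 20x imaging, 6 fields/well. Read-out basis: Nuclear/cytoplasmic beta-catenin signal ratio, % activation.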
# Hep lipid drop – hepatic lipid droplet formation modulation | inhibition, % at 6.5 µM | AML12 mouse hepatocytes, oleate lipid droplets, BODIPY imaging | 0.4% of 240,000 active;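 active = lipid droplet intensity inhibited by at least 50%, with more than 500 cells counted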
#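 material = mouse AML12 hepatocyte cell line, fixed after treatment | also added = 100 µM oleic acid challenge | doses = compound at 6.5 µM only | schedule = overnight exposure | technique = Image-based BODIPY and DAPI two-channel analysis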
# MT stabilizer – stabilizes microtubules in HeLa cells | HeLa tubulin immunostaining HCS, 24 h; share of cells brighter than vehicle mean+2SD | % tubulin-high responders, % at 10 µM | 0.83% of 200,000 active;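 active = plate Z-score above 3 for both tubulin-high and condensed-nucleus cell shares, with cell loss under 80%, at 10 µM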;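 note: anti alpha tubulin signal scored within the nucleus-defined area of each cell; some results filed as inactive read as strong as hits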
# Dynein transport – dynein cargo transport inhibition | z-score, hits read low | 3617.4 mouse cells, GR-EGFP nuclear translocation imaging; test concentration mostly 20 µM; stimulated with dexamethasone, 1 µM; active compounds read low | 0.47% of 220,000 active | AID 1381;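 active = plate z-score of nuclear minus cytoplasmic receptor signal below a set negative limit, without overly bright fluorescence or cell loss, cut at about -3.5 in these data, passing the limit was not always enough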;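 note: z-score of nuclear minus cytoplasmic ring GR-EGFP intensity difference per well; some compounds called inactive have numbers as strong as hits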
#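 Buffer or medium: tet-free, stripped-serum medium; Also added: dexamethasone, 1.0 µM final; Technique: high-content fluorescence imaging after fixation; Times: 48 h induction, 1 h compound, 30 min dex at 37 °C; Read-out: per-cell GR-EGFP intensity, nucleus versus surrounding cytoplasmic ring, well-averaged.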
# XIAP displacement – small molecules displacing peptide from XIAP – biochemical, IAP family, fluorescence polarization (AID 1018) | one-dose displacement, % at 20 µM; IC50 in µM for titrated hits | 0.007% of 200,000 active | XIAP BIR domain, fluorescence polarization peptide displacement; higher % means a stronger effect; in the data active = displacement above about 50%; note: a part of the inactive calls stands beside numbers as strong as those of hits
# Ins promoter up – MIN6 insulin promoter up-regulation | MIN6 insulin promoter-GFP reporter, high-content imaging; active compounds read high | z-score at 5 µM | 0.3% of 190,000 active | AID 1625;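 active = z-score above 3 at 5 µM with at least 500 cells counted in the well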
# Autophagy mod – autophagy modulation, high-content screen. MEF GFP-LC3 puncta imaging; test concentration mostly 10 µM. 0.98% of 190,000 active. calls only at 10 µM (by protocol);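 active = percentage of spot-positive cells more than 3 SD above its plate mean, without a fluorescence outlier flag or 80% toxicity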;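 note: spot-positive cell cutoff set from DMSO-treated cells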
# ER stress rescue – protection against thapsigargin-triggered cell killing – 384-well, CSM14.1, ATP luminescence, primary screen (AID 1222); CSM14.1 thapsigargin-induced death rescue, ATP luminescence; higher % means a stronger effect; 190,000 tested, under 10 active; cellular ATP content (survival), % at 20 µM; hits with a dose series show EC50 in µM;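 active = EC50 below 50 µM in the dose-response confirmation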;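 note: death triggered by thapsigargin at about 15 µM added after 2 h compound pretreatment; cell ATP read after overnight thapsigargin exposure of roughly 18 to 22 hours; normalized against plate controls of thapsigargin alone and 5% DMSO vehicle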
# WT yeast gro inh mutant strain – also measured in WT yeast gro inh; calls as there; inhibition, %; mitochondrial fusion phenotypic screen, mutant strain inhibition
# Dynein transport cytoplasmic EGFP – further read-out of Dynein transport, marked with its call; z-score; measured here: cytoplasmic GR-EGFP intensity; active compounds read high
# Dynein transport nuclear GR-EGFP – also measured in Dynein transport; calls as there; z-score; measured here: nuclear GR-EGFP intensity;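 lower value marks the stronger effect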
# Dynein transport cell count – also measured in Dynein transport; calls as there; z-score; measured here: cell count per field
# Ins promoter up cell count – second read-out of Ins promoter up, no call of its own (marks repeat the call); cell count; measured here: cytotoxicity, nuclei count;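 total cells summed across four imaged fields per well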
# Hep lipid drop cells 6.5 µM – also measured in Hep lipid drop; calls as there; cell count; measured here: cell count, cytotoxicity flag;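 cells counted across two imaged fields per well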
# bCat nuc transl cell count 5 µM – recorded beside bCat nuc transl, whose call it bears; cell count; measured here: cell count, cytotoxicity flag
# MT stabilizer Hoechst-high % – recorded beside MT stabilizer, whose call it bears; % Hoechst-high responders; measured here: nuclear condensation Hoechst responders;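 share of cells brighter than vehicle mean plus two SD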
# MT stabilizer cytotoxicity % – recorded beside MT stabilizer, whose call it bears; toxicity, %; measured here: cytotoxicity by cell density;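 0% = mean cell density of plate MIN control wells and 100% = no cells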
# Autophagy mod cell loss 18 h – also measured in Autophagy mod; calls as there; toxicity, %; measured here: cell loss, nuclei count;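 cell loss after 18 h compound exposure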
# * marks the source's active call; other numbers are inactive results; i = inactive; . = not tested or not shown; + = active, no number.
SMILES,WT yeast gro inh,WT yeast gro inh mutant strain,bCat nuc transl,bCat nuc transl cell count 5 µM,Hep lipid drop,Hep lipid drop cells 6.5 µM,MT stabilizer,MT stabilizer Hoechst-high %,MT stabilizer cytotoxicity %,Dynein transport,Dynein transport cytoplasmic EGFP,Dynein transport nuclear GR-EGFP,Dynein transport cell count,XIAP displacement,Ins promoter up,Ins promoter up cell count,Autophagy mod,Autophagy mod cell loss 18 h,ER stress rescue
Cc1ccc(C(c2nnnn2C(C)(C)C)N2CCN(C3CCCC3)CC2)cc1 (stereo not drawn),-4,-1,-2.0,1068,0,767,3.9,2.2,11,-0.29,-0.22,0.35,0.11,-4.6%,0.75,783,i,2,-0.9%
COc1ccc(NC2CS(=O)(=O)CC2OC(=O)c2ccc(F)cc2)cc1 (stereo not drawn),-17,-1,-3.7,1018,.,.,1.8,2.3,13,0.56,-0.23,0.4,0.087,8.2%,0.69,1491,i,19,-0.6%
C[N+]1(CC(=O)OCCCc2ccccc2)CCOCC1,2,-6,1.1,1385,.,.,2.6,2.0,2.2,-0.99,-0.2,-0.3,0.29,-3.4%,0.02,1462,i,0,-0.5%
CC(C)NC(=O)/C(C#N)=C\c1ccc(N(C)C)o1,-1,-9,0.2,973,-1,684,2.7,2.6,7.7,2.3,1.5,2.1,-1.2,-7.8%,12*,1645*,i,1,-0.2%
CC(C)(C)n1nnnc1CN1CCN(C2CCCC2)CC1,3,17,-1.1,1020,-12,570,3.4,1.8,1.8,-0.17,-0.23,0.096,-0.35,-2.2%,.,.,i,3,1.6%
COc1ccc(-c2cc(=O)oc3cc(OCc4nn[nH]n4)ccc23)cc1,-20,9,0.8,1153,.,.,3.2,2.0,1.7,-0.14,-0.17,0.21,-0.34,-4.3%,0.39,1124,i,-15,0.0%
COCCNC(=O)Cn1nc(-c2ccccc2OC)ccc1=O,-4,-15,-3.2,962,.,.,6.5,2.7,8.3,0.2,-0.12,0.48,-1.3,-5.0%,-0.15,1144,i,-6,0.4%
O=C(Oc1ccccc1)N1CCN(c2ccc(F)cc2)CC1,-3,-7,-5.2,900,.,.,1.5,2.5,12,-0.099,-0.17,-0.061,0.16,-5.6%,0.43,1155,i,40,1.3%
COc1ccc(/C=C(\C#N)C(=O)Nc2cccc3ncccc23)cc1OC,.,.,3.8,1166,-1,669,.,.,.,0.79,-0.18,1.1,-1.3,.,0.45,966,.,.,.
CCC(=O)N(Cc1cc(=O)[nH]c2ccccc12)c1ccccc1,.,.,-0.4,1133,0,709,.,.,.,0.12,-0.31,-0.36,0.99,.,-0.01,1434,.,.,.
Cc1ccc(S(=O)(=O)Nc2cccc3cccnc23)cc1,53,54,.,.,.,.,1.8,1.1,8.0,0.47,-0.11,0.38,0.11,-2.7%,-0.14,913,+,9.3*,5.2%
COCCNC(=O)C12CC3CC(C1)CC(c1ccccc1)(C3)C2,6,-3,-2.5,1016,13,642,4.5,2.1,8.3,0.81,0.14,0.87,-0.31,-5.7%,-0.89,1472,i,8,0.2%
O=C(Nc1ccccc1C(=O)O)c1ccc(Cl)c(S(=O)(=O)N2CCOCC2)c1,0,-12,-2.3,1373,.,.,4.5,1.4,1.3,-0.57,-0.47,-0.26,0.87,5.0%,-0.49,1612,i,-7,-2.0%
CCC(C)(C(=O)NC1CCCC1)N(C(=O)CNC(C)=O)c1ccccc1 (stereo not drawn),2,0,-0.4,1103,-2,765,5.9,1.5,8.7,-0.8,-0.21,-0.13,0.42,-0.6%,3.5*,1253*,i,-2,-1.8%
CCOc1ccc(C(=O)Nc2nccs2)cc1[N+](=O)[O-],6,3,-2.8,1179,3,666,3.6,1.5,8.1,0.31,-0.21,0.36,0.91,-0.9%,.,.,i,-10,-2.5%
CC(C)C(O)(C#CCN1CCCCCC1)c1ccccc1 (stereo not drawn),-12,4,0.7,1564,-7,693,0.8,1.6,2.8,0.78,-0.24,0.57,-0.46,-1.1%,-1,1598,i,-5,4.0%
CSCC[C@H](NC(=O)Nc1ccc(C)cc1)C(=O)O,23,-3,-1.7,882,.,.,1.6,2.1,3.1,-0.67,-0.27,-0.17,5.9,-4.5%,0.75,1204,i,-7,.
Cc1ccc(NC(=O)NCCCN2CCCC2=O)cc1,5,9,-3.5,1275,-2,775,1.7,2.2,5.2,0.14,-0.2,-0.045,-0.0076,-0.7%,-0.02,980,i,-4,0.3%
CCOC(=O)Cn1nc(C)n(-c2ccc(C(C)C)cc2)c1=O,10,-1,0.5,1379,.,.,1.9,1.4,3.8,-0.99,-0.16,-0.48,0.69,-5.3%,0.27,1660,i,2,4.9%
c1ccc2c(c1)OCC(c1nn3c(Cn4nnc5ccccc54)nnc3s1)O2 (stereo not drawn),-3,0,0.0,988,-2,659,2.7,2.3,1.0,0.15,-0.2,0.15,0.019,-4.7%,-0.16,1290,i,6,-1.5%
CCCSc1nnc(NC(=O)Nc2ccc(F)cc2)s1,34,26,0.3,666,-2,659,4.6,2.9,12,-1.1,-0.22,-0.28,0.8,-2.6%,1.3,992,i,7,.
COC(=O)c1cc(COc2ccc3c(c2)oc(=O)c2ccccc23)c(C)o1,9,-7,-1.8,1387,.,.,2.9,1.4,4.5,-0.86,-0.28,-1.2,1.5,-25%,-0.28,1548,i,-6,-1.2%
CC1=NN(c2ccc(C)c(C)c2)C(=O)C1C(c1cccc(O)c1)C1C(=O)N(c2ccc(C)c(C)c2)N=C1C (stereo not drawn),-4,6,-1.5,1270,.,.,2.5,1.6,13,0.3,0.045,0.38,0.69,-2.2%,-0.36,1629,i,-4,-1.5%
N#Cc1ccc(Oc2nc(C(N)=O)cc(-c3ccccc3)n2)cc1,3,11,0.9,1394,.,.,2.6,1.8,4.1,-0.079,-0.011,-0.78,0.24,-3.1%,0.05,1397,i,2,0.1%
CCCC/S(CC1CC1(Cl)Cl)=N\S(=O)(=O)c1ccc(C)cc1 (stereo not drawn),-89,-27,1.3,1111,-18,739,1.1,1.7,6.2,-2.3,-0.06,-1,0.53,-1.0%,.,.,i,-12,-2.7%

# The list goes on.
SMILES,WT yeast gro inh,WT yeast gro inh mutant strain,bCat nuc transl,bCat nuc transl cell count 5 µM,Hep lipid drop,Hep lipid drop cells 6.5 µM,MT stabilizer,MT stabilizer Hoechst-high %,MT stabilizer cytotoxicity %,Dynein transport,Dynein transport cytoplasmic EGFP,Dynein transport nuclear GR-EGFP,Dynein transport cell count,XIAP displacement,Ins promoter up,Ins promoter up cell count,Autophagy mod,Autophagy mod cell loss 18 h,ER stress rescue
FC(F)(F)c1cc(Oc2ccccc2Cl)nc(-c2ccccn2)n1,33,13,.,.,.,.,3.0,1.4,6.5,-0.018,-0.23,-0.3,0.4,0.4%,.,.,i,11,3.3%
CC(=O)C1=C(C)NC(SCC(=O)c2ccc(Cl)cc2)=C(C#N)C1CC(C)C (stereo not drawn),21,7,0.3,1145,-9,778,2.2,1.7,2.8,0.15,-0.0011,0.44,-0.13,-2.6%,0.53,728,i,27,-3.5%
CCC(=O)N1CCN(c2ccc(NC(=S)NC(=O)c3ccc(OC)c([N+](=O)[O-])c3)cc2)CC1,1,-12,-0.3,1500,2,687,2.8,1.3,12,0.98,-0.2,0.72,-1.1,-4.9%,-1,1406,i,-3,20%
CCC(C)NC(=O)CN1C(=O)C(CC)Sc2ccccc21 (stereo not drawn),8,8,-1.1,1066,-2,763,3.3,1.4,8.1,-0.51,-0.29,-0.27,0.47,-4.1%,-0.55,1269,i,-34,0.2%
CCCN(CCC)CC(C)(C)NS(=O)(=O)c1ccc(Cl)cc1,.,.,0.6,1300,-6,721,.,.,.,-0.65,-0.27,-0.33,0.37,.,0.01,930,.,.,.
COc1ccc(NC(=O)c2cccnc2C(=O)O)c(OC)c1,-8,4,.,.,15,806,2.9,1.8,7.9,0.098,-0.1,-0.1,0.29,-7.5%,.,.,i,0,-0.1%
OCCNC(=S)c1ccccc1,.,.,1.3,1226,5,748,.,.,.,-0.28,-0.29,-0.17,0.57,.,0.13,1259,.,.,.
O=C(Nc1cccc2c1CCCC2)c1ccco1,15,19,-0.6,841,.,.,3.5,3.3,2.6,-0.86,-0.35,-0.22,0.5,-0.2%,0.44,1199,i,-1,.
Nc1cc(=O)nc(SCC(=O)NCc2ccccc2)n1CCc1ccccc1,-9,-9,-0.5,1383,.,.,2.6,1.9,3.8,1.2,-0.22,1.5,-0.55,0.6%,-0.25,1447,i,-35,-1.5%
CCN(CC)S(=O)(=O)c1ccc2[nH]c(=O)cc(C(=O)Nc3cccc(C(C)=O)c3)c2c1,-12,12,-0.4,970,27,668,5.2,1.9,2.3,-0.41,-0.31,-0.38,0.55,-4.4%,-0.41,1567,i,33,1.0%
CC1CCN(C2=NC(=O)/C(=C/c3cn(-c4ccccc4)nc3-c3cccc(S(=O)(=O)N(C)C)c3)S2)CC1,-9,13,-4.3,983,.,.,3.9,1.8,14,0.059,-0.37,0.018,-0.26,-4.9%,-0.19,513,i,9,-0.5%
